BAZ2B inh – qHTS Assay for Inhibitors of BAZ2B; Bromodomain adjacent to zinc finger domain protein 2B (Homo sapiens), Q9UIF8; AlphaScreen BAZ2B-H3K14Ac peptide displacement; Potency, µM (doses to about 114 µM), inactives show at the top dose activity change, negative = inhibition, usual class: inhibitors; actives 4.4% (n = 360,000); AID 504333, 2011; note: % is set by controls: 0 for no effect and ±100 for the full control effect; nearly all actives have a fitted effect of over 60% in size
Target sequence (Q9UIF8 whole entry, looked up, the tested form may be a part): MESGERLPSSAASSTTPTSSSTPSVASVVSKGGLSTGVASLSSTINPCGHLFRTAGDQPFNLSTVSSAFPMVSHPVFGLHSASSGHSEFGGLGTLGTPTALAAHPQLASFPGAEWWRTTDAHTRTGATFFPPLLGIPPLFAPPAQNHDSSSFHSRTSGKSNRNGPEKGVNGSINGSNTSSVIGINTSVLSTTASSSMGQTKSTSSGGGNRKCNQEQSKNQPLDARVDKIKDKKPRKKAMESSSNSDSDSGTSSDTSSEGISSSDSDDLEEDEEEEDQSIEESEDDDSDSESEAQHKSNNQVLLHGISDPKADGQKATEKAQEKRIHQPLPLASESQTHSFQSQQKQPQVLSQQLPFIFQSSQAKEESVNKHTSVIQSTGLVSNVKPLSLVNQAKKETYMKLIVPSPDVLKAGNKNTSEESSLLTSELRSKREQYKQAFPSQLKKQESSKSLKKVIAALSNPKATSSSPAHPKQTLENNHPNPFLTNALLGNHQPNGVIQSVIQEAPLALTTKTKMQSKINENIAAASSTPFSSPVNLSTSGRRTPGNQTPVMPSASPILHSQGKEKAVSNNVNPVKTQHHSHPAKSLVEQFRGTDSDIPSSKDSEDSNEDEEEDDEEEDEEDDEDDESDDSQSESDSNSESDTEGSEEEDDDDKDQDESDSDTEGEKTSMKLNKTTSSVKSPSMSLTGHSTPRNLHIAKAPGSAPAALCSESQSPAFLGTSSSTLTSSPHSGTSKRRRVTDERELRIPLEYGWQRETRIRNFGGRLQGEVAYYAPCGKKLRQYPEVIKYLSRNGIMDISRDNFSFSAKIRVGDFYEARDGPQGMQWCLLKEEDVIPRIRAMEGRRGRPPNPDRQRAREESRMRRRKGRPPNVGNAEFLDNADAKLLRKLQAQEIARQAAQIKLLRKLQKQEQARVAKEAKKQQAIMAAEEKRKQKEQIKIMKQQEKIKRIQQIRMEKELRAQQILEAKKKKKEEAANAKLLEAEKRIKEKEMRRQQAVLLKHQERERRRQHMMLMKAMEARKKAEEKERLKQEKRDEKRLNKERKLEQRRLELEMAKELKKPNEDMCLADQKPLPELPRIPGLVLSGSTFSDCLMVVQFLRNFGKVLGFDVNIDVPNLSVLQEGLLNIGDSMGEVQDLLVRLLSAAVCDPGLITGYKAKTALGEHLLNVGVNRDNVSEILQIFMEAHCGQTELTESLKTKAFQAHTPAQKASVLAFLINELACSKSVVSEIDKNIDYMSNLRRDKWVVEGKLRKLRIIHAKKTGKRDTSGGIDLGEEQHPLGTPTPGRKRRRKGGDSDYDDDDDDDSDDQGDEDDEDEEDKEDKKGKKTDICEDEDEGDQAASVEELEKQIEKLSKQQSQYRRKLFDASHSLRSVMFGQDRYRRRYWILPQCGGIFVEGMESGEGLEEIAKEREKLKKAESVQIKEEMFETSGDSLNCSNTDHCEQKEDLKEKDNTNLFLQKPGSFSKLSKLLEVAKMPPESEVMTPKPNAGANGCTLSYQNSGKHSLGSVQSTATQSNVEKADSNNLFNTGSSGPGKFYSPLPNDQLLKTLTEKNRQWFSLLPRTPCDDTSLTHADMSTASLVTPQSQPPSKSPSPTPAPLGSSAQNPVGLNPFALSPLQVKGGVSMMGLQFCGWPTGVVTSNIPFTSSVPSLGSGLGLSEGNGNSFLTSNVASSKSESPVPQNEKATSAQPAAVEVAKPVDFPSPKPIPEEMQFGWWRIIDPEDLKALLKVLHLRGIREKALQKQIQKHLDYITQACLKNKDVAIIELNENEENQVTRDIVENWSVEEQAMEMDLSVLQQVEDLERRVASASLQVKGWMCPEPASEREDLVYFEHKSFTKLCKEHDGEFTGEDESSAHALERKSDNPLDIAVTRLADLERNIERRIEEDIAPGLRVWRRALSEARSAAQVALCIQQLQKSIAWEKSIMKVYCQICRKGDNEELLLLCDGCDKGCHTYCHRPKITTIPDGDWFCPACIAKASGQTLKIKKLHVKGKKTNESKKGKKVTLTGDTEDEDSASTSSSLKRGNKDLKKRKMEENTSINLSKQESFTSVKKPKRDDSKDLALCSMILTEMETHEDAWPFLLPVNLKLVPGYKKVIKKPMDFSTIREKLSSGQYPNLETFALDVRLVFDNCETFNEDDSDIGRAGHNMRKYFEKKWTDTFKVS
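Multi-concentration screen (max 110 uM) measuring displacement of acetylated histone H3 peptide from BAZ2B by AlphaScreen, using 50 nM protein, 50 nM peptide and 10 ug/mL streptavidin donor plus Ni-chelate acceptor beads.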
JMJD2A Tudor – qHTS Assay for Inhibitors of JMJD2A-Tudor Domain; actives 4.4% (n = 390,000); AlphaScreen JMJD2A-Tudor / H3K4me3 peptide binding; Lysine-specific demethylase 4A (Homo sapiens), O75164; Potency, µM (top dose mostly 114 µM), for inactives: top-dose activity change, negative = inhibition, actives largely listed as inhibitors; note: % is set by controls: 0 for no effect and ±100 for the full control effect; nearly all actives have a fitted effect of over 50% in size
POLI inh – qHTS for Inhibitors of Polymerase Iota. DNA polymerase iota (Homo sapiens), Q9UNA4. Pol iota fluorescent replication assay, 10 min. Potency, µM (doses to about 115 µM), inactives show top-dose activity, negative = inhibition, hits mostly inhibitors. actives 1% (n = 390,000)
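Fluorescent replication assay read twice, at 0 min and 10 min after adding 50 nM (final) substrate. Enzyme (10 nM) and compounds were first incubated 15 min at room temperature; enzyme-free buffer wells were negative controls.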
Tb PGK inh – qHTS Assay to Find Inhibitors of Phosphoglycerate Kinase; Phosphoglycerate kinase, glycosomal (Trypanosoma brucei brucei), P07378; actives 0.043% (n = 380,000); PGK/GAPDH coupled, Kinase-Glo luminescence, 60 min; Potency, µM (doses to about 57.5 µM), for inactives: at the highest dose activity change, negative = inhibition, usual class: inhibitors; note: % is set by controls: 0 for no effect and ±100 for the full control effect; nearly all actives have a fitted effect of over 60% in size
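Recombinant glycosomal PGK reaction used 1,3-bisphosphoglycerate generated in-well by GAPDH (100nM final) in 100mM TEA pH 7.6, 5mM MgCl2, 0.01% Tween-20. After 60 minutes at room temperature, ATP was read by Kinase-Glo Plus luminescence end-point.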
GLS inhibitor – qHTS for Inhibitors of Glutaminase (GLS); Glutaminase kidney isoform, mitochondrial (Homo sapiens), O94925; GLS enzymatic activity, qHTS titration; Potency, µM (doses to about 45.5 µM), for inactives: at the top dose activity change, negative = inhibition, usual class: inhibitors; actives 0.21% (n = 410,000); AID 624170, 2012; note: % is set by controls: 0 for no effect and ±100 for the full control effect
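Two-point fluorescence kinetic (t0, 30 min RT) for hKGA; glutamate detected via glutamate oxidase–HRP–Amplex Red. Substrate: 1 mM L-glutamine solution; buffer 45 mM KH2PO4, pH 8.2.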
G9a inh – qHTS Assay for Inhibitors of Histone Lysine Methyltransferase G9a | Histone-lysine N-methyltransferase EHMT2 (Homo sapiens), Q96KQ7 | G9a H3K9 monomethylation, AlphaScreen, 2 h | Potency, µM (highest dose often 102 µM), without a hit: at the highest dose activity, negative = inhibition, actives largely listed as inhibitors | actives 8.8% (n = 350,000) | AID 504332, 2011; note: % is set by controls: 0 for no effect and ±100 for the full control effect; nearly all actives have a fitted effect of over 75% in size
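Step 1: enzyme (final 20 nM) with compound, 15 min RT. Step 2: substrate peptide 500 nM and SAM 20 uM, 2 h RT. Step 3: anti-H3K9me1 antibody and AlphaScreen beads, 10 min, then plate read.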
Pin1 inhibitor – qHTS Assay to Find Inhibitors of Pin1. actives 0.009% (n = 390,000). Potency, µM (highest dose often 115 µM), for inactives: at the highest dose activity, negative = inhibition, most hits filed as inhibitors. Peptidyl-prolyl cis-trans isomerase NIMA-interacting 1 (Homo sapiens), Q13526. Pin1 FP peptide displacement, HiFluor488, 10 min; active = well fitted inhibition curve with a large enough effect in the polarisation, with a control signal flat, not every such curve was filed as active; inconclusive = small, poorly fitted or top-dose-only effect, or effect the other way, or a change in a side signal; inactive = no such curve, though single readings can be large or run the other way; the % refers to the polarisation; note: % is set by controls: 0 for no effect and ±100 for the full control effect
HP1b binding inh – HTS for Inhibitors of HP1-beta Chromodomain Interactions with Methylated Histone Tails; AID 540317, 2011; AlphaScreen HP1-beta / biotin-H3K9me3 peptide binding; actives 0.56% (n = 390,000); Potency, µM (doses to about 114 µM), for the others: at the highest dose activity change, negative = inhibition, actives largely listed as inhibitors; Chromobox protein homolog 1 (Homo sapiens), P83916; note: nearly all actives have a fitted effect of over 70% in size; inactives centre near 23
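AlphaScreen: HP1-beta (50 nM) preformed 30 min with biotin-H3(1-18)K9me3 peptide (50 nM) in PBS pH 7.4, 0.01% Tween-20. Compound added for 30 min at RT, then streptavidin donor/nickel chelate acceptor beads (10 ug/mL) for 30 min.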
BLM inh – qHTS Assay for Inhibitors of Bloom's syndrome helicase (BLM); recombinant BLM DNA unwinding, fluorescence dequenching; Potency, µM (titrated, usually from 56.1 µM), inactives show top-dose activity change, negative = inhibition, actives largely listed as inhibitors; actives 0.2% (n = 350,000);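 note: plate controls were vehicle for no effect and no enzyme for full effect; nearly all actives have a fitted effect of over 35% in size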
* marks the source's active call; other numbers are inactive results; i = inactive; ? = inconclusive; / = not tested or not shown; [ ] = remark or other dose. Unless noted, calls come from the whole dose curve; as a rule, active = well fitted curve in the direction sought with a large enough effect; inconclusive = small, poorly fitted or top-dose-only effect, or another doubt; inactive = no such curve, though single readings can be large; an effect the other way counts as inactive or inconclusive. Potency is the fitted concentration of half-maximal effect.

HP1b binding inh,BAZ2B inh,GLS inhibitor,Structure,Tb PGK inh,JMJD2A Tudor,G9a inh,BLM inh,Pin1 inhibitor,POLI inh
19%,7%,0%,Cc1cc(C)c(C(=O)c2ccc(C(=O)N(C(C)C)C(C)C)cc2)c(C)c1,i,-21%,2%,-5%,-4%,?
30%,-18%,-4%,CCCCc1ccc(-n2nc3cc(C)c(NC(=O)c4ccc(C#N)cc4F)cc3n2)cc1,-5%,1%,?,-3%,1%,21%
21%,-3%,?,COc1ccc(C(CC(=O)c2ccc(C)cc2)C(C#N)C#N)cc1OC (stereo not given),-1%,-5%,36%[59 µM],-9%,8%,71%[activator]
25%,0%,6%,CC(C)c1csc(CN2CCC(CCC(=O)NCC3CCCO3)CC2)n1 (stereo not given),-6%,-7%,/,-1%,8%,4%
5%,-7%,-20%,O=C(N/N=C/c1cccc(O)c1)N/N=C/c1cccc(O)c1,-1%,-14%,43%[activator],-4%,-6%,57%[activator]
64%[activator],/,6%,O=C(C[C@@H]1C/C=C\CCC(=O)O[C@H](c2ccccc2)CNC1=O)N[C@H](CO)Cc1ccccc1,-1%,-7%,/,/,-1%,19%
29%,/,-2%,CC(C)(C)SCCNC(=O)CSc1ccccc1,-5%,-1%,/,/,-6%,5%
50%[activator],-16%,-7%,COCCn1c(SCC(=O)Nc2ccc(F)cc2)nc2ccccc2c1=O,i,12%,66%[activator],-2%,-8%,-2%
37%,0%,-1%,O=C(c1ccccc1)N1CCN(CC(O)COc2cccc3ccccc23)CC1 (stereo not given),-5%,-14%,-6%[0.501 µM],0%,-7%,53%[activator]
40%[activator],-10%,10%,Cc1cc(=O)c(C(=O)O)cn1Nc1ccc(Cl)cc1,1%,-27%,?,-3%,-5%,18%
-17%,?,3%,COc1ccc(-c2nc3ccccn3c2CN2CCN(c3ccccc3F)CC2)cc1,-1%,?,?,-3%,14%,52%[activator]
39%[activator],-22%,8%,Cc1cc(NC(=O)CSc2ncn[nH]2)no1,-7%,3%,3%,-2%,-3%,27%
12%,1%,-9%,COCCCNC(=O)/C(=C\c1cccn1C)NC(=O)c1cccs1,i,-11%,-9%[59 µM],0%,3%,157%[activator]
26%,-1%,-17%,O=C(Nc1ccc2oc(-c3ccncc3)nc2c1)c1c(F)c(F)c(F)c(F)c1F,-9%,-15%[11.4 µM],-1%[12.7 µM],-1%,9%,-2%
?,20µM*,21%,COc1ccc(OC)c(NC(=O)N2CC3CCCN3c3ccccc32)c1 (stereo not given),-5%,40µM*,18µM*,-17%,8%,-6%

An excerpt from above in order of count of non-hydrogen atoms, lowest first:
HP1b binding inh,BAZ2B inh,GLS inhibitor,Structure,Tb PGK inh,JMJD2A Tudor,G9a inh,BLM inh,Pin1 inhibitor,POLI inh
39%[activator],-22%,8%,Cc1cc(NC(=O)CSc2ncn[nH]2)no1,-7%,3%,3%,-2%,-3%,27%
29%,/,-2%,CC(C)(C)SCCNC(=O)CSc1ccccc1,-5%,-1%,/,/,-6%,5%
19%,7%,0%,Cc1cc(C)c(C(=O)c2ccc(C(=O)N(C(C)C)C(C)C)cc2)c(C)c1,i,-21%,2%,-5%,-4%,?

(more compounds)
HP1b binding inh,BAZ2B inh,GLS inhibitor,Structure,Tb PGK inh,JMJD2A Tudor,G9a inh,BLM inh,Pin1 inhibitor,POLI inh
-22%,0%,1%,Cc1ccccc1S(=O)(=O)Cc1ccc(C(=O)NC2CC2)o1,-5%,50µM*,21%,1%,0%,1%
27%,-14%,3%,CC1=C(C(=O)Nc2ccccc2F)C(c2cccs2)C2=C(CCCC2=O)N1 (stereo not given),/,?,27%,1%,0%,-1%
35%,-7%,16%,Nc1nc(SCC(=O)N2CCCC2)[nH]c(=O)c1NC(=O)c1ccco1,-3%,1%,26%[59 µM],2%,2%,-3%
18%,-13%,1%,CCOC(=O)C1CCCN(C(=O)C(=O)c2cn(CC(=O)N3CCOCC3)c3ccccc23)C1 (stereo not given),-7%,-1%,19%,-2%,-1%,1%
33%,6%,3%,C[C@H](OC(=O)NCc1ccc(C(F)(F)F)cc1)[C@@H]1O[C@@]2(C)CCC[C@@H]1O2,-9%,-5%,11%[2.33 µM],/,5%,36%[activator]
52%[activator],3%,-3%,Cc1cccc(C)c1NC(=O)CSc1nnc(-c2ccoc2C)n1C,-4%,-21%,8%,-2%,9%,0%
16%,?,-1%,CC(=O)Nc1cc(NC(C)=O)cc(C(=O)OCC(=O)Nc2ccc(S(=O)(=O)NC3=NCCCCC3)cc2)c1,i,-28%,10%,-11%,1%,?
18%,-16%,1%,O=C(N/N=C/c1ccc(F)cc1)c1cccc(NC(=O)c2ccc(F)cc2)c1,6%,-5%,27%,-6%,9%,93%[activator]
29%,-19%,9%,COCCNCCOCCOc1cccc(OC)c1,5%,-6%,-4%,0%,9%,23%
?,6%,20%,CN(C)S(=O)(=O)c1cccc(C(=O)OCC(=O)Nc2ccccc2OC(F)F)c1,-5%,79µM*,10%,-3%,3%,?
20%,-16%,-3%,CC(=O)Nc1cccc(-c2cc(-c3c(Cl)cccc3Cl)no2)c1,-9%,-26%,-4%,-10%,-3%,-6%
51%[activator],/,-5%,CC1(C)C[C@H]2C3=CCC4[C@@]5(C)CC[C@H](O)[C@](C)(CO)C5CC[C@@]4(C)[C@]3(C)CC[C@@]2(C)[C@H](O)[C@@H]1O (stereo not given in full),-1%,-7%,/,/,2%,32%[activator]
34%,10%,7%,CCCCNC(=O)N1CCN(Cc2cccc(F)c2)CC1,5%,-9%,5%,-2%,6%,8%
7%,-9%,2%,Cc1ccccc1OCCSc1nc2ncnc(N)c2[nH]1,-2%,-13%,?,-1%,-1%,112%[activator]
?,?,8%,Cc1sc(NC(=O)c2ccco2)c(C(=O)c2ccc(Cl)cc2)c1C,i,?,22µM*,-10%,7%,2%

Additional structures.
HP1b binding inh,BAZ2B inh,GLS inhibitor,Structure,Tb PGK inh,JMJD2A Tudor,G9a inh,BLM inh,Pin1 inhibitor,POLI inh
11%,-1%,-21%,O=C(Cc1ccc(Cl)cc1)Nc1ccc2oc(=O)ccc2c1,0%,-11%,0%[12.7 µM],-1%,-4%,35%[activator]
18%,?,5%,CCOC(=O)C1CCN(c2c(C(=O)c3ccccc3)cnc3ccc(CC)cc23)CC1,-1%,-19%,?,-1%,-11%,35%[activator]
34%,7%,-11%,Cc1ccc(C)c(OCCC(=O)Nc2cccc(S(=O)(=O)N3CCCC3)c2)c1,-8%,-5%,7%[0.501 µM],/,7%,34%[activator]
?,5%,-12%,Cc1nn(C)c(C(=O)NNC(=S)NCc2ccco2)c1Cl,-9%,?,?,-10%,-7%,?
32%,7%,-11%,CCN(CC(=O)Nc1ccc(OC)cc1)CC(=O)Nc1ccc2c(c1)OCO2,i,-10%,?,/,5%,9%
11%,9%,7%,CCOC(=O)c1ccc(NC(=O)N2CCN(c3ccccn3)CC2)cc1,14%,-7%,22%[59 µM],-4%,1%,18%
?,?,-7%,COc1cc(N=Nc2c(O)c3ccccc3[nH]c2=O)c(OC)cc1N=Nc1ccccc1,-3%,?,45µM*,-4%,-2%,-4%
10%,-5%,4%,CCSc1nc2ccccc2n1C(=O)/C=C/c1ccc(OC)c(OC)c1,-7%,-11%,?,-6%,1%,-14%
23%,-15%,0%,N#C/C(=C\c1ccncc1)C(N)=O,-9%,-8%,-48%,-1%,0%,1%
17%,7%,-3%,CCc1nc(SCc2ccc(OC)cc2)n[nH]1,-3%,-4%,/,6%,?,3%
7%,-25%,0%,Cc1cc2nc(CCN(Cc3cccnc3)C(=S)Nc3ccccc3)[nH]c2cc1C,-1%,?,?,-4%,1%,10%
25%,-38%,25%,O=C(Nc1ccc(N2CCCC2)cc1)c1ccccc1[N+](=O)[O-],-9%,-7%,13µM*,-2%,-4%,38%[activator]
38%,13%,2%,CCC(C(=O)OCC(=O)Nc1cc(OC)ccc1OC)c1ccccc1 (stereo not given),2%,-3%,25%,-5%,-1%,-5%
228%[activator],203%[activator],7%,C=CCSc1nccc(-c2cc(Cl)sc2Cl)n1,-2%,128%[activator],181%[activator],-3%,-2%,9%
32%,6%,13%,COc1ccc(-c2cc(C(F)F)n3ncc(C(=O)N4CCN5CCCC5C4)c3n2)cc1 (stereo not given),-2%,26%,1%[12.7 µM],5%,7%,32%[activator]

Next part, starting with the last 2 of the part before.
HP1b binding inh,BAZ2B inh,GLS inhibitor,Structure,Tb PGK inh,JMJD2A Tudor,G9a inh,BLM inh,Pin1 inhibitor,POLI inh
228%[activator],203%[activator],7%,C=CCSc1nccc(-c2cc(Cl)sc2Cl)n1,-2%,128%[activator],181%[activator],-3%,-2%,9%
32%,6%,13%,COc1ccc(-c2cc(C(F)F)n3ncc(C(=O)N4CCN5CCCC5C4)c3n2)cc1 (stereo not given),-2%,26%,1%[12.7 µM],5%,7%,32%[activator]
37%,-13%,-2%,O=C(CSc1nnc(CNC(=O)c2c(F)cccc2Cl)o1)NCc1ccc(F)cc1,-5%,-3%,-8%,0%,-15%,18%
45%[activator],6%,-5%,C=CCSc1nnc(NC(=O)c2ccc(N3CCCC3=O)cc2)s1,4%,5%,-49%[12.7 µM],/,-1%,10%
44%[activator],-33%,9%,CCOC(=O)/C=C(\C)N1N=C(c2ccccc2)CC1c1ccccc1 (stereo not given),-8%,4%,?,-13%,4%,33%[activator]
32%,4%,-5%,CCSc1nnc(NC(=O)CCc2ccccc2)s1,-8%,-9%,-18%,-1%,-5%,10%
30%,-6%,0%,OC(CNCC1COc2ccccc2O1)COc1ccc(Cl)cc1 (stereo not given),i,-12%,/,-7%,5%,21%
?,-28%,-1%,COc1ccc(/C=N/n2cnn(Cc3ccccc3Cl)c2=S)cc1OC,7%,-26%,40µM*,-11%,6%,?

Some of the compounds tested (hit frequency here may not be typical).
